Screening data (PubChem)
NPY1 pot ag: potentiators or agonists of human neuropeptide Y receptor Y1 | P25929 | NPY-Y1 expressing cells, potentiator/agonist activation | activation, % at 3.6 µM | hit rate 0.37% among 220,000; in the data active = activation above about 33%, passing the limit was not always enough;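 also: cells stimulated with NPY at EC10 then isoproterenol at EC100; 0% = low agonist plus stimulus and 100% = saturating agonist plus stimulus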
Target sequence (P25929 whole entry, looked up): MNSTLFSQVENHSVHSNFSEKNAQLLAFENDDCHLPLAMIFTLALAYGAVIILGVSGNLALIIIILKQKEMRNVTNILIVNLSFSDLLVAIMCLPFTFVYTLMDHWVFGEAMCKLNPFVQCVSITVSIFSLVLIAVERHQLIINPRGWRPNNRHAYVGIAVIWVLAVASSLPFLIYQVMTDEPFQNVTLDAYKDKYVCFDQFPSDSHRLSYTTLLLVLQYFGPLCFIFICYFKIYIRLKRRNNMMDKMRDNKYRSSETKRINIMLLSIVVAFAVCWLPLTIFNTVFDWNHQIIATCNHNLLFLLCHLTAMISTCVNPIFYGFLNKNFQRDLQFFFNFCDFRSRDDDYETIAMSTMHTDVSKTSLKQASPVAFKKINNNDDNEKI
NPY-Y2 PAM-ag: human NPY-Y2 potentiation or agonism, primary screen. activation, % at 3.6 µM. cells expressing NPY-Y2, potentiator/agonist read-out. P49146. AID 1359. hit rate 0.45% among 220,000; in the data active = activation above about 27%;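 also: cells stimulated with NPY near EC25 plus isoproterenol at EC100; 0% = vehicle plus submaximal agonist and 100% = vehicle plus saturating agonist; some results beyond the cut were filed as inactive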
eIF4E 4G PPI: blocks eIF4E binding to eIF4G; hit rate 0.37% among 220,000; P63073+Q04637; TR-FRET eIF4E-eIF4GI(517-606) binding, 2 h; inhibition, % at 21.7 µM; AID 782;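 active = inhibition above about 30%, limit read from the data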;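 also: 0% = full FRET control wells and 100% = background wells lacking eIF4GI fragment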
NPY Y1 blocker: NPY-Y1 (human) receptor antagonism; HEK293-CNG Y1 cells, membrane potential fluorescence; NPY at EC95, then isoproterenol; AID 1040; inhibition, % at 3.6 µM; hit rate 1% among 200,000;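 active = inhibition above the campaign mean inhibition of all tested compounds plus 3 SD, cut at about 20% in these data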;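 also: 0% = DMSO wells given NPY plus isoproterenol and 100% = isoproterenol alone without NPY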
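Assay system: HEK293 Y1/CNG channel cell line; Doses: single compound dose of 3.6 µM, 0.4% DMSO; Timing: dye 3 h, compound 60 min room temperature, stimulation 45 min; Technique: Membrane-potential fluorescent dye readout; Measure: % inhibition of NPY effect.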
S1P4 ag: agonists of human S1P4 receptor; hit rate 0.35% among 220,000; S1P4-expressing cell line, agonist reporter assay; activation, % at 4.98 µM; in the data active = activation above about 11%;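 also: 0% = DMSO vehicle and 100% = reference agonist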
Target sequence (O95977 whole entry, looked up): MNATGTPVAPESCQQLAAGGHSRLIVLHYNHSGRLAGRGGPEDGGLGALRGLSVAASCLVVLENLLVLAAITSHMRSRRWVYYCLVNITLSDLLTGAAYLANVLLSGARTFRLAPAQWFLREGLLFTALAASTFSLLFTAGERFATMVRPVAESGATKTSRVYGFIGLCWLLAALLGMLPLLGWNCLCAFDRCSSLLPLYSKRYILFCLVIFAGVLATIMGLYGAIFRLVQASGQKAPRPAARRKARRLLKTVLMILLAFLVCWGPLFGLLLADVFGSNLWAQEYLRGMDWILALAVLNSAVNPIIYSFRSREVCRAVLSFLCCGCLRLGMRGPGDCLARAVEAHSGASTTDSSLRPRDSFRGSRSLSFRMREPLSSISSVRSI
p97 ATPase inh: inhibitors of human p97 ATPase | P55072 | recombinant p97 ATPase, Kinase-Glo ATP luminescence, 3 h | inhibition, % at 8 µM | hit rate 0.42% among 220,000; in the data active = inhibition above about 15%;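 also: 0% = DMSO vehicle and 100% = wells lacking enzyme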
PGE2 EP2 inh: inhibitors of human EP2 prostaglandin E2 receptor. P43116. C6 glioma cells expressing human EP2, cAMP TR-FRET; cells stimulated with saturating PGE2. inhibition, % at 25 µM. hit rate 0.52% among 260,000. AID 1422;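 active = percent inhibition above 40 after rounding to a whole number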;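 also: rat C6 glioma host cells with rolipram phosphodiesterase inhibitor present; the protocol text gives 20 µM as final concentration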
S1P4 antag: human S1P4 receptor antagonism; S1P4-expressing cells, antagonist mode, reporter read-out; inhibition, % at 4.98 µM; hit rate 0.26% among 220,000; O95977; in the data active = inhibition above about 29%;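 also: 0% = wells stimulated with agonist and 100% = vehicle wells without agonist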
EP2 modulator: modulators of human EP2 prostaglandin E2 receptor; EP2-expressing cells, cAMP HTRF FRET, PGE2 co-stimulation; induction, % at 25 µM; hit rate 0.83% among 260,000;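 active = compounds whose cAMP rise, as percent of the full-agonist control response, exceeds 60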;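 also: rat C6 glioma line stably carrying human EP2 under a CMV promoter; the protocol text gives 20 µM as final concentration; 100% = response of wells given 1 µM PGE2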
* hit, by the source's call; · = not tested or not shown; & = joins results of further samples; [ ] = another dose, or the depositor's remark. An excerpt; count on the stated rates, not on these rows.

SMILES | NPY1 pot ag | NPY-Y2 PAM-ag | eIF4E 4G PPI | NPY Y1 blocker | S1P4 ag | p97 ATPase inh | PGE2 EP2 inh | S1P4 antag | EP2 modulator
NC1=NS(=O)(=O)NC1c1ccc(F)cc1 (configuration not stated) | -6 | -9 | 3 | 0 | -0.8 | 5 | 5 | 11 | -14
CCOCC(=O)Nc1nnc(C)s1 | 10 | 3 | -1 | -2 | 0.0 | 1 | 10 | -2 | -7
COc1ccc(C(c2c(O)ccc3ccccc23)N2CCOCC2)c(OC)c1 (configuration not stated) | -23 | -16 | 12 | 8 | 0.8 | 2 | · | 13 | 10
CC(=O)CS(=O)(=O)c1ccc(Oc2ccc(S(=O)(=O)CC(C)=O)cc2)cc1 | -21 | 1 | 2[fluorescence artefact?] | -4 | -1.1 | 7 | 13 | 6 | 0
CS(=O)(=O)N(CC(=O)NC1CCCC1)c1ccc2c(c1)OCCO2 | -2 | 1 | 6 | 0 | 0.9 | 6 | 8 | -4 | 26
O=C(Nc1nc(-c2ccncc2)cs1)c1ccc(S(=O)(=O)N2CCOCC2)cc1 | 10 | -20 | -3 | 6 | 0.1 | 1 | · | -9 | -38
O=C(NC1CCCC1)c1sc(=S)n2c1[nH]c(=O)c1ccccc12 | -21 | 3 | 8[fluorescence artefact?] | -2 | 0.2 | 12 | 12 | -1 | -20
CN(C(=O)c1cccc(Nc2ccc(-c3ccc4c(c3)OCCO4)nn2)c1)C1CCCCC1 | 0 | -14 | -2 | 0 | -1.6 | -6 | 11 | -2 | -33
Cc1onc(-c2ccccc2)c1C(=O)c1ccccc1 | 3 | 5 | 5 | · | 1.6 | 3 | 3 | -3 | 40
N=c1n(Cc2ccccc2)c2ccccc2n1CC(O)c1ccccc1 (configuration not stated) | -24 | -14 | 1 | 28* | -1.9 | -1 | 4 | 3 | -13
COc1cccc(NC(=O)CSc2nnc(C)s2)c1 | 12 | -10 | -6 | 9 | -2.0 | 6 | 8 | -14 | 20
NC(=S)Nc1cccc2cccnc12 | 23 | 4 | 6 | 3 | -2.3 | 3 | 3 | -7 | 10
Cc1cc(C)cc(NC(=O)c2nnn(Cc3cc(C)ccc3C)c2N)c1 | 0 | 2 | -1 | -3 | 2.5 | 1 | 31 | 2 | -32
Fc1ccc2c(c1)/C(=N/Nc1ccccn1)CCS2 | -4 | 30* | 5 | 1 | -1.7 | 2 | 4 | 6 | 45
O=C(Cc1ccccc1)NCCCN1CCN(CCCNC(=O)Cc2ccccc2)CC1 | 15 | -3 | -21[fluorescence artefact?] | 2 | 1.1 | -4 | 4 | 3 | 25
COc1ccc(Cl)cc1S(=O)(=O)N1CCN(C(=O)c2ccco2)CC1 | 26 | 8 | -5 | -1 | -3.4 | 1 | 11 | -7 | -8
Cc1nnn(C23CC4CC(CC(CC(=O)Nc5ccc(C)c(C)c5)(C4)C2)C3)n1 | 12 | -11 | 18 | 3 | -0.4 | 1 | 4 | -8 | -2
CC[C@H](C)[C@@H](C(=O)N1CCNCC1)n1cc([C@@H](N)CO)nn1 | -2 | 7 | -1 | -4 | -1.4 | 3 | 7 | -2 | 14
O=S(=O)(NCc1cc(-c2ccccc2)no1)c1ccccc1Cl | 5 | -2 | -2 | 8 | -0.1 | 4 | 4 | -20 | -21
CN(C)C/C=C/C(O)(c1ccccc1)c1ccccc1 | -12 | -14 | -1 | · | -1.1 | 1 | 11 | -1 | 12
COc1cccc2cc(C(=O)N3CCC(C)CC3)c(=O)oc12 | -13 | -11 | 2 | 0 | -6.2 | 4 | 9 | 4 | 19
COc1ccc(CCN2C(=O)C3C4CCC(C4=C(C)C)C3C2=O)cc1OC (configuration not stated) | 6 | 10 | 0 | 4 | -0.8 | 0 | 9 | -12 | 11
O=C(CN1C(=O)/C(=C/c2cccc(Br)c2)SC1=S)Nc1cccnc1 | -7 | -7 | -1 | 1 | 1.2 | 1 | 11 | 11 | -47
CCn1c(SCC(=O)C(C)(C)C)nnc1-c1ccccc1OC | 1 | -15 | 0 | -1 | 1.2 | -7 | 11 | -13 | 17
CCCOc1ccc(N2C(=O)CC(N(CCc3ccc(OC)cc3)C(=O)c3ccccc3)C2=O)cc1 (configuration not stated) | 3 | 6 | 2 | · | 0.5 | 1 | 5 | -21 | 9
CN1CCc2c(sc(/N=C/c3cccs3)c2C(N)=O)C1 | -1 | 4 | -10[fluorescence artefact?] | 10 | -0.4 | 9 | 10 | 2 | -20
Cc1nc(NC(=O)/C=C/c2ccccc2)n[nH]1 | 14 | 8 | 10 | -2 | 1.1 | 4 | 8 | 0 | -13
CC1CN(S(=O)(=O)c2cccc(-c3cn4ccccc4n3)c2)CC(C)O1 (configuration not stated) | -10 | 14 | 7 | -5 | 1.0 | 2 | 9 | -2 | -36
CN(C)C(=S)NC(=O)C12CC3(C)CC(C)(CC(C)(C3)C1)C2 | 36 | -1 | 1 | · | 1.6 | -2 | 12 | -21 | -20
COc1ccccc1NC(=O)C1=C(C)Nc2nc(CCCO)nn2C1c1cccnc1 (configuration not stated) | -11 | 11 | 3 | 3 | 2.6 | 0 | 12 | -21 | 9
O=C(NN=C1CCCCC1)NC1CCCCC1 | -22 | 1 | 0 | -1 | 1.5 | -5 | 4 | 1 | 5
CC(C)c1ccc(OCC(=O)N(c2ccccn2)C2CCCCC2)cc1 | 2 | 6 | -2[fluorescence artefact?] | 4 | 0.5 | -1 | 3 | 1 | 17
Cc1cc(C)c(C)c(C(=O)c2ccccc2C(=O)O)c1C | 13 | -26 | 9 | 5 | 0.8 | 5 | 8 | -2 | 23
COc1ccc(-n2nnnc2S(=O)(=O)CC(=O)N2CCCCC2)cc1 | -2 | -13 | 0 | 0 | -2.5 | 4 | 11 | 54* | -12
Cc1cc(NC(=O)CSc2nnc(-c3ccc(S(=O)(=O)N4CCCC4)cc3)n2C)no1 | 18 | 21 | 4[fluorescence artefact?] | 1 | 0.7 | 2 | 15 | -8 | 33
CC(=O)c1ccc(N2CCN(C(=O)C3CCN(S(=O)(=O)Cc4ccccc4)CC3)CC2)cc1 | -13 | 6 | -1[fluorescence artefact?] | -6 | 2.0 | 2 | 14 | -3 | -3
Cc1ccc(NC(=O)c2oc3ccc(S(=O)(=O)N4CCC5(CC4)OCCO5)cc3c2C)cc1C | -21 | 2 | 4 | -1 | 49* | 1 | 7 | 3 | -36
CCCCC(=O)NC1(C(F)(F)F)C(=O)Nc2c1c(=O)n(C)c(=O)n2C (configuration not stated) | -4 | -3 | 10 | 5 | 1.1 | 4 | 17 | -27 | 21
CC(C)NC(=S)Nc1c(N)[nH]c(=O)[nH]c1=O | 5 | 5 | -4 | · | -1.2 | 5 | 1 | 7 | -1
CC(C)NC(=O)CSCc1c(Cl)cccc1Cl | -27 | 6 | 1 | 5 | 2.5 | -3 | 7 | -4 | 22
CSc1nnc2c3c4c(sc3nc(-n3nc(C)cc3C)n12)COC(C)(C)C4 | -2 | 1 | -2 | 2 | 1.2 | -3 | 15 | -22 | -14
CCOC(=O)C(Sc1ncnc2c1sc1nc(N3CCOCC3)c3c(c12)CCCC3)c1ccccc1 (configuration not stated) | -5 | -14 | 23[fluorescence artefact?] | 0 | 1.8 | -1 | 14 | 5 | 28
COc1ccc(C(=O)Nc2nc(C)cc(C)n2)cc1[N+](=O)[O-] | 4 | 10 | 4 | 4 | 0.4 | -6 | 10 | -23 | -4
CCN(CC)S(=O)(=O)c1ccc(NS(=O)(=O)CC23CCC(CC2=O)C3(C)C)cc1 (configuration not stated) | -2 | 1 | 1[fluorescence artefact?] | -4 | -1.4 | 1 | 10 | 4 | -7
Cc1ccc(NC(=O)C2CC(=O)N/C(=N/N=C/c3ccco3)S2)cc1C (configuration not stated) | -26 | -22 | 0[fluorescence artefact?] | 2 | 1.2 | -3 | 11 | -10 | -3
Cc1cc(C(=O)COC(=O)CC2Sc3ccccc3NC2=O)c(C)n1-c1cccc(C(F)(F)F)c1 (configuration not stated) | -14 | 4 | 5[fluorescence artefact?] | 3 | 0.7 | -4 | 12 | -5 | 5
O=C(NCc1cccs1)c1cnc2ccccn2c1=O | 4 | 5 | 2 | 1 | 2.1 | -6 | 9 | -3 | 16
Cc1ccc2nc(N3CCOCC3)c(C=O)c(=O)n2c1 | 1 | -8 | -3 | 6 | -1.4 | 2 | 6 | 9 | 4

Some entries already given, showing only S1P4 ag and NPY Y1 blocker.
smiles,S1P4 ag,NPY Y1 blocker
CCCCC(=O)NC1(C(F)(F)F)C(=O)Nc2c1c(=O)n(C)c(=O)n2C (configuration not stated),1.1,5
Cc1ccc(NC(=O)c2oc3ccc(S(=O)(=O)N4CCC5(CC4)OCCO5)cc3c2C)cc1C,49*,-1
CC(C)NC(=S)Nc1c(N)[nH]c(=O)[nH]c1=O,-1.2,·
Cc1cc(C(=O)COC(=O)CC2Sc3ccccc3NC2=O)c(C)n1-c1cccc(C(F)(F)F)c1 (configuration not stated),0.7,3

Next results follow:
SMILES | NPY1 pot ag | NPY-Y2 PAM-ag | eIF4E 4G PPI | NPY Y1 blocker | S1P4 ag | p97 ATPase inh | PGE2 EP2 inh | S1P4 antag | EP2 modulator
O=C(CSc1ccccc1C(=O)O)c1ccc([N+](=O)[O-])cc1 | 8 | 0 | -1 | -2 | 2.0 | -2 | 7 | -18 | 10
O=S(=O)(N/N=C/c1ccc2c(c1)OCCO2)c1ccccc1 | -14 | -3 | 6 | 16 | 0.5 | 2 | 4 | -5 | -23
CC(=O)c1ccccc1NS(C)(=O)=O | 3 | -3 | 1 | -4 | 0.7 | 4 | 7 | -9 | 20
COc1ccc(CCNC(=O)/C(C#N)=C/c2ccc(OCC(=O)NCC3CCCO3)cc2)cc1OC (configuration not stated) | 8 | -5 | -9 | -2 | 0.8 | 6 | 17 | -11 | -25
CCCCCC1CC(CC(=O)O)C(=O)O1 (configuration not stated) | 2 | -2 | 3 | 0 | 2.5 | 4 | 4 | -12 | 9
CCN1CCCC1CNCc1cccc(OC)c1OCc1ccccc1 (configuration not stated) | -3 | 5 | 9[fluorescence artefact?] | 5 | 0.8 | 0 | 6 | -4 | 6
COc1ccc(NC(=O)Cn2nc(C)c([N+](=O)[O-])c2C)cn1 | 11 | 0 | 0 | -3 | -0.2 | 1 | 6 | 3 | -2
CCOC(=O)c1sc(NN=C(C(=O)OC)C(=O)OC)c(C(=O)OCC)c1C | -22 | -8 | -3[fluorescence artefact?] | -4 | -0.7 | -6 | 8 | 1 | 23
CC(C)C[C@H](NC(=O)c1[nH]cnc1C(=O)N[C@H](C)c1ccccc1)C(=O)OC(C)(C)C | -2 | -10 | 2 | 3 | -1.3 | -5 | 8 | 2 | 16
Cc1cccc(-c2c3c(=O)n(C)c(=O)n(C)c3c3cccnn23)c1 | -27 | -5 | 3[fluorescence artefact?] | -5 | -2.5 | -6 | 12&15 | 13 | 12&-50
CCCOc1ccccc1C(=O)N(Cc1ccco1)C1CCS(=O)(=O)C1 (configuration not stated) | -5 | -3 | -2[fluorescence artefact?] | 1 | 0.2 | 0 | 8 | -8 | 23
CCO/C=C1/C(=O)N(C)C(=O)c2cc(OC)ccc21 | -1 | -4 | 3 | 0 | -3.2 | 0 | 12 | 12 | 10
O=S(=O)(Nc1ccc(N2CCOCC2)cc1)c1ccc(F)cc1F | -3 | 9 | 6 | -2 | 1.1 | 6 | 2 | 1 | -2
CCN(CC)c1ccc2ccc(=O)oc2c1 | 9 | 2 | 0 | 0 | 2.5 | 6 | 6 | -25 | 9
